Bioassay records as filed in PubChem.
M1 PAM parental – counter-screen for M1 PAMs: effect in parental CHO-K1 cells; ATP EC20, Fluo-8 calcium fluorescence; 0% at ATP EC20, 100% at ATP max; activation, % at 3 µM; hit rate 0.02% among 360,000; AID 602247;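 active means activation above the run cutoff, the mean activation of all test compounds plus 3 SD, cut at about 40% in these data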;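 further: peak over basal fluorescence ratio in a 140 s read after ATP addition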
CHO-K1 Ca antag – counter-screen for M1 antagonists: effect in parental CHO-K1 cells. ATP-induced calcium, Fluo-8 fluorescence. inhibition, % at 3 µM. hit rate 0.6% among 360,000;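 active means inhibition above a per-plate cutoff, the plate's mean sample inhibition plus 3 SD, cut at about 24% in these data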;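 further: 0% = DMSO plus EC80 ATP and 100% = DMSO alone without ATP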
GPR7 antagonist – antagonists of human GPR7 (neuropeptides B/W receptor 1). P48145. GPR7-expressing cells, fluorescence antagonist assay. inhibition, % at 4.4 µM. hit rate 1.1% among 290,000. AID 1861; in the data active means inhibition above about 16%, passing the limit was not always enough;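 further: cells stimulated with the agonist NPW; 0% = agonist with vehicle and 100% = vehicle without agonist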
Target sequence (P48145 whole entry, looked up): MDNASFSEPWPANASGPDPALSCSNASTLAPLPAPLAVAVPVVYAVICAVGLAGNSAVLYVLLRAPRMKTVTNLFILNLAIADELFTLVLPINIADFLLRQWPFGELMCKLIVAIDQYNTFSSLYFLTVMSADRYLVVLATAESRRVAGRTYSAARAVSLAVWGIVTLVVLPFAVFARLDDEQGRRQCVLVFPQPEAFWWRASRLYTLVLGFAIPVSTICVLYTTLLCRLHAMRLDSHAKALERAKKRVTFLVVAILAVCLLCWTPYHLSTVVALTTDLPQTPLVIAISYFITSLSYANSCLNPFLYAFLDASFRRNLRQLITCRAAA
CHO parental Ca – counter-screen: ATP calcium response change in parental CHO cells | parental CHO-K1, ATP-induced calcium, Fluo-8 fluorescence | inhibition, % at 5.6 µM | hit rate 0.63% among 330,000 | AID 463079;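 active means inhibition above that plate's mean sample inhibition plus 3 SD, cut at about 26% in these data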;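 further: 0% = ATP-challenged DMSO wells and 100% = DMSO wells without ATP; some compounds past the cut are filed as inactive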
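Test system: parental CHO cells; detection: calcium-sensitive Fluo-8 fluorescence; evaluation: percent inhibition of calcium signal; also added: ATP as calcium-mobilizing challenge; repeats: one well per compound; control set: ATP-challenged DMSO wells low, unchallenged DMSO wells high; compound: single nominal dose of 5.6 µM per compound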
TAAR1 antag – human TAAR1 antagonism; Q96RJ0; CHO RD-HGA16 TAAR1, Fluo-8 calcium fluorescence, antagonist; inhibition, % at 3 µM; hit rate 1.5% among 360,000;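 active means inhibition above a per-plate cutoff, the mean inhibition of test compounds on that plate plus 3 SD, cut at about 49% in these data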;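 further: 0% = DMSO plus EC80 beta-PEA response and 100% = DMSO alone without agonist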
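Assay system: CHO-derived RD-HGA16 cells stably expressing human TAAR1 plus Gα16. Timing: 140 s kinetic read after compound, 140 s after agonist. Technique: kinetic Fluo-8 calcium fluorescence measurement. Measure: % inhibition of agonist calcium response.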
OXTR potentiate – human OXTR potentiation; P30559; CHO-OTR cells, Fluo-8 calcium fluorescence, potentiator mode; 0% = oxytocin EC15, 100% = EC100; activation, % at 3 µM; hit rate 0.061% among 320,000;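 active means activation above that plate's cutoff, the mean activation of tested compounds plus 3 SD, cut at about 6.6% in these data, passing the limit was not always enough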;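 further: 100% uses oxytocin at 75 nM as the full agonist control; some results filed as inactive read as strong as hits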
Target sequence (P30559 whole entry, looked up): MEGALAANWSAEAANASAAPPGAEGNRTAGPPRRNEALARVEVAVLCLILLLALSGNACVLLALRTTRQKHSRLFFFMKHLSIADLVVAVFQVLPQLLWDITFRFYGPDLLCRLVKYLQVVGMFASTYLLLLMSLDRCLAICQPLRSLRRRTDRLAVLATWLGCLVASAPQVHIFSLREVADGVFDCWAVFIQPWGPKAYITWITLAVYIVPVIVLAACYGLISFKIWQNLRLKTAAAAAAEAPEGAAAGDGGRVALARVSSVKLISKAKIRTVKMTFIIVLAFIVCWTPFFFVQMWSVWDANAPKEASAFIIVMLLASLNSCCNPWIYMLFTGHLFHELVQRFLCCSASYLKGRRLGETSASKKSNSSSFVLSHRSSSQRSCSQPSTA
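test system = CHO-OTR cells, human receptor | compound = single-point 3.0 µM | schedule = 6 min compound pre-incubation at room temperature, 100 s kinetic read | signal = Fluo-8 no-wash calcium dye fluorescence, excitation 470-495 nm, emission 515-575 nm | repeats = single well per compound, singlicate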
OXTR agonist – human OXTR agonism. AID 2435. hit rate 0.32% among 320,000. activation, % at 3 µM. CHO-OTR cells, Fluo-8 calcium fluorescence; normalized: DMSO 0%, oxytocin 100%. P30559;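 active means activation above the mean of all tested compounds plus 3 SD, cutoff set per screening run, cut at about 20% in these data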;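 further: peak over basal fluorescence ratio from a 100 s FLIPR kinetic read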
V1aR counter – activates human V1a receptor in oxytocin agonist counter-screen. CHO-V1R cells, Fluo-8 calcium fluorescence, agonist mode; 0% DMSO, 100% 3 nM vasopressin. activation, % at 3 µM. hit rate 0.25% among 320,000. AID 2797;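 active means activation above the mean activation of all tested compounds plus 3 SD, per screening run, cut at about 20% in these data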;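 further: signal is peak over basal fluorescence ratio across a 100 second FLIPR read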
M1 ag parental – counter-screen for M1 agonists: effect in parental CHO-K1 cells. Fluo-8 calcium fluorescence; scaled to maximal ATP response, vehicle zero. activation, % at 3 µM. hit rate 0.48% among 360,000. AID 602248; in the data active means activation above about 15%;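 further: untransfected CHO-K1 host cells lacking M1 receptor as counterscreen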
Starred values were filed as active, the others as inactive; / = no result given.

Under each structure – M1 PAM parental | CHO-K1 Ca antag | GPR7 antagonist | CHO parental Ca | TAAR1 antag | OXTR potentiate | OXTR agonist | V1aR counter | M1 ag parental
- Cn1c(=O)c2c(nc(SCCN3CCCCC3)n2Cc2ccc(Cl)cc2)n(C)c1=O
    11 | -7 | -9 | -21 | -2 | 5 | 0.5 | -0.5 | 0.3
- Cc1ccc(NC(=O)Cn2cc(C(=O)C3CC3)c3ccccc32)cc1
    2 | -23 | -15 | -23 | -11 | -4 | 4.0 | 3.0 | 0.8
- O=C(c1cccc(C(F)(F)F)c1)C1CCCN(C(=O)CCn2cnnn2)C1 (stereo unspecified)
    -7 | -10 | -3 | -7 | 3 | -2 | 1.3 | 1.0 | 0.8
- O=C(NNc1ncnc2c1cnn2-c1ccc(F)cc1)c1ccco1
    -11 | 5 | 2 | 3 | -7 | 1 | 1.1 | 1.3 | 0.6
- Cc1nn(-c2ccccc2)c2sc(C(=O)NC3CC3)cc12
    -5 | 0 | 3 | -17 | 5 | 3 | -0.6 | -0.5 | 0.0
- O=C(O)c1cccc(Nc2cc(Cl)c3nonc3c2[N+](=O)[O-])c1
    22 | -13 | 1 | -12 | -23 | 1 | -0.7 | 0.3 | 1.4
- CC1(C)CC(c2nc(-c3ccc([N+](=O)[O-])cc3)cs2)CCO1 (stereo unspecified)
    11 | -11 | -12 | -3 | 17 | -14 | -2.4 | -0.2 | 3.4
- C=CCn1c(COc2ccc(Cl)cc2)nnc1SCc1ccc(C#N)cc1
    17 | -4 | 27* | 23 | 17 | -23 | 2.5 | 4.8 | 2.3
- O=c1[nH]c2ccccc2cc1CN(CC1CCCO1)S(=O)(=O)c1ccccc1 (stereo unspecified)
    -2 | -15 | -5 | -26 | 4 | -4 | 2.2 | 5.1 | 2.3
- CSc1nc2ccccc2cc1/C=C(\C#N)c1cccc(Cl)c1
    14 | -11 | -17 | -10 | -1 | -8 | 0.8 | -1.1 | 0.4
- Cc1ccc(S(=O)(=O)Cc2csc(N)n2)cc1
    -18 | -15 | -14 | -6 | 5 | -8 | -1.1 | -0.1 | 0.1
- COc1ccc(-c2c(C)nn3c(N)c(C#N)cnc23)cc1OC
    10 | -7 | -11 | -12 | -5 | -6 | -2.3 | -2.2 | -0.4
- CC(Sc1nnc(-c2cccs2)n1Cc1ccccc1)C(=O)NCc1ccc2c(c1)OCO2 (stereo unspecified)
    13 | -7 | 26* | -13 | 10 | -1 | -0.7 | -0.1 | 2.0
- CC1(C2CC2)NC(=O)N(CC(=O)Nc2ccc(F)cc2F)C1=O (stereo unspecified)
    -16 | -3 | / | 8 | 11 | -5 | 1.0 | 0.5 | 0.4
- O=C(CCCC(=O)NNC(=O)Nc1ccccc1)NNC(=O)Nc1ccccc1
    -18 | 28* | -14 | -13 | 13 | -2 | -0.6 | 0.4 | -0.5
- CCOC(=O)c1sc(NC(=S)NC(=O)C2CCCC2)cc1C
    -4 | -6 | 0 | -28 | 12 | -8 | -1.3 | 0.7 | 0.2
- CCCS(=O)(=O)NC(=O)C1(C)CCN(C(=O)c2ccc(C#N)cc2)C1 (stereo unspecified)
    20 | -14 | / | / | -5 | / | / | / | 0.8
- O=S(=O)(CCCc1ccccc1)c1ncn[nH]1
    20 | -10 | -1 | 6 | -16 | -7 | 0.9 | 0.8 | 0.3
- CC(=O)Nc1cccc(NC(=O)COc2ccccc2C)c1
    -5 | 0 | 1 | -12 | -9 | -15 | 6.2 | 8.2 | 6.5
- Cc1ccccc1C(=O)N1CCC(C(=O)Nc2ccc(S(=O)(=O)N3CCCCC3)cc2)CC1
    -14 | 10 | -2 | -10 | -13 | -6 | -0.1 | 3.5 | 1.3
- CC(Sc1ccccc1)C(=O)NCC1COc2ccccc2O1 (stereo unspecified)
    11 | -18 | / | 0 | -10 | -11 | -2.3 | -1.7 | -0.1
- O=C(/C=C/c1cccc([N+](=O)[O-])c1)Nc1cc(C(=O)O)cc(C(=O)O)c1
    -8 | 14 | -11 | 14 | -8 | -3 | 0.9 | 1.4 | -0.9
- CC(=O)NC1=NN(C(C)=O)C(c2ccccn2)S1 (stereo unspecified)
    4 | -7 | -7 | -9 | -18 | 2 | 1.6 | 0.4 | 0.4
- C[C@@H](NC(=O)c1ncn(Cc2ccccc2)c1C(=O)N[C@H](C)c1ccccc1)c1ccccc1
    4 | 0 | / | -16 | 12 | -7 | 2.2 | 4.0 | 0.0
- COc1ccc(CN(C)C(=O)CNC(=O)c2sc3ccccc3c2Cl)c(OC)c1OC
    10 | -6 | / | / | 29 | / | / | / | 0.1
- C[C@H](CO)N1C[C@H](C)[C@H](CN(C)C(=O)c2ccccc2)OCc2ccccc2-c2c(n(C)c3ccccc23)C1=O
    7 | -10 | / | / | -19 | / | / | / | 1.3
- COc1cc(C(=O)OCC(=O)N2CCCC2)cc(OC)c1OC
    14 | -9 | 6 | 4 | -4 | 1 | 1.0 | 0.3 | 0.8
- Cc1ccc2[nH]c(-c3ccccc3)c(CN3CCCC3)c(=O)c2c1
    13 | -17 | -18 | 8 | 1 | -5 | -1.1 | -1.2 | -0.9
- Cc1ccc(F)cc1NC(=O)CN1CCN(Cc2ccccc2)CC1
    0 | -1 | -2 | -10 | -7 | -8 | -0.3 | 0.6 | 7.5
- CC(CCc1ccco1)NC(=O)CSc1cc(=O)n(C)c2ccccc12 (stereo unspecified)
    12 | -8 | -15 | 4 | 4 | -12 | -0.7 | 1.3 | 0.1

Shown as a hit in GPR7 antagonist, of those listed so far:
Molecule	GPR7 antagonist	TAAR1 antag	OXTR potentiate
C=CCn1c(COc2ccc(Cl)cc2)nnc1SCc1ccc(C#N)cc1	27*	17	-23
CC(Sc1nnc(-c2cccs2)n1Cc1ccccc1)C(=O)NCc1ccc2c(c1)OCO2 (stereo unspecified)	26*	10	-1

Next part:
structure,M1 PAM parental,CHO-K1 Ca antag,GPR7 antagonist,CHO parental Ca,TAAR1 antag,OXTR potentiate,OXTR agonist,V1aR counter,M1 ag parental
OCCNC(=S)Nc1cc(Cl)cc(Cl)c1,-15,5,-11,7,0,-1,9.4,8.7,4.1
O=C(Nc1nnc(Cc2ccccc2)s1)c1cnccn1,18,-23,-18,-13,9,-22,0.8,-0.1,0.1
COc1ccc(/C=N/n2c(C)nc3c([nH]c4ccccc43)c2=O)cc1CN1CCCC(C)(C)C1,1,-9,-16,-20,-3,-22,-0.9,-1.0,-0.2
Cc1ccc(S(=O)(=O)N2C[C@]3(O)C[C@@H]4C(=O)N(c5ccccc5)C(=O)[C@@H]4C[C@]3(OC(=O)Nc3cccs3)C2)cc1,5,-5,/,/,-18,/,/,/,0.3
CCCC12CN3CCN(CC(C3)/C1=N\NC(=O)Nc1ccccc1)C2,17,-11,4,-5,-1,2,0.7,0.5,0.2
COc1ccc(NC(=O)COC(=O)CCc2nc3ccccc3c(=O)[nH]2)cc1Cl,9,-1,/,-17,2,-7,0.1,0.6,1.1
CCOC(=O)c1oc2cc(OCC(=O)OC)ccc2c(=O)c1-c1ccc(OC)c(OC)c1,6,3,-2,-18,-14,-5,-0.2,-0.8,0.3
C/C(=N\NS(=O)(=O)c1ccc(C)c([N+](=O)[O-])c1)c1cc2ccccc2o1,9,12,-11,-7,6,-12,-0.5,-0.4,0.8
CN(CC(=O)NC1CCN(Cc2ccccc2)CC1)S(=O)(=O)c1ccc(Br)s1,-17,-1,-5,-17,-6,-7,2.4,1.0,1.2
O=S(=O)(NC1CCCC1)c1ccccc1Br,9,-2,/,-6,-21,1,0.1,0.3,0.0
CC12CCC(=O)N1C(C(=O)Nc1cc(C(F)(F)F)ccc1N1CCOCC1)CS2 (stereo unspecified),-8,0,/,-13,-15,-7,-1.0,-1.5,0.7
Cc1cc(C)c2c(N)c(C(=O)N3CCCCCC3)sc2n1,8,-3,-1,-13,-13,1,-1.7,-1.1,-0.2
Cc1csc(NC(=O)C2=NN(c3ccccc3)C(=O)CC2)n1,9,0,20,-10,7,-6,-0.1,0.2,2.7
Cc1ccc(S(=O)(=O)N2CCCCC2)cc1NC(=O)C1CC1,-18,-8,/,-7,3,-4,1.2,0.7,0.3
CCOC(=O)c1[nH]c(C)c(C(=O)Nc2ccc(C)c(F)c2)c1C,0,-8,-2,-5,/,-7,1.4,0.6,0.1
CCSc1nnc(CNC(=O)c2ccccc2F)n1-c1ccccc1OC,17,-8,-11,-7,-24,-10,-1.0,-0.3,1.8
c1ccc(-c2nnc(SCc3nnc(-c4cccs4)o3)o2)cc1,12,-5,1,-22,7,-3,0.8,1.6,0.2
Cc1nc2ccccn2c1C(=O)N/N=C/c1ccc([N+](=O)[O-])cc1,/,/,-6,5,/,1,0.3,-0.6,/
N#C/C(=C\c1ccc(/C=C(/C#N)c2nn(CCO)c(N)c2C#N)cc1)c1nn(CCO)c(N)c1C#N,-2,8,-8,-2,3,1,-0.1,-1.0,-0.4
CCOC(=O)CCc1c(C)c2ccc(O)cc2oc1=O,20,-7,-10,-17,-21,-18,12,2.0,0.0
CC(C)CC(=O)Nc1nnc(SCC(=O)NCC2CCCO2)s1 (stereo unspecified),17,-8,-6,8,8,-3,0.1,0.4,0.1

Sorted by the number under OXTR potentiate (lowest first): 3 of the compounds above.
Structure	OXTR potentiate
Cc1csc(NC(=O)C2=NN(c3ccccc3)C(=O)CC2)n1	-6
Cc1cc(C)c2c(N)c(C(=O)N3CCCCCC3)sc2n1	1
CCCC12CN3CCN(CC(C3)/C1=N\NC(=O)Nc1ccccc1)C2	2
